Tb PGK inh: T. brucei PGK inhibition | hit rate 0.043% among 380,000 | PGK/GAPDH coupled, Kinase-Glo luminescence, 60 min | Potency, µM (titrated, usually from 57.5 µM), for the others: at the highest dose activity change, negative = inhibition, hits mostly inhibitors; note: potency is the fitted concentration of half-maximal effect; % is set by controls: 0 for no effect and ±100 for the full control effect; nearly all actives have a fitted effect of over 60% in size
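Recombinant glycosomal PGK reaction used 1,3-bisphosphoglycerate generated in-well by GAPDH (100nM final) in 100mM TEA pH 7.6, 5mM MgCl2, 0.01% Tween-20. After 60 minutes at room temperature, ATP was read by Kinase-Glo Plus luminescence end-point.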
BAZ2B inh: BAZ2B (human) inhibition. AlphaScreen BAZ2B-H3K14Ac peptide displacement. hit rate 4.4% among 360,000. AID 504333. Potency, µM (titrated, usually from 114 µM), without a hit: top-dose activity change, negative = inhibition, usual class: inhibitors; note: potency is the fitted concentration of half-maximal effect; % is set by controls: 0 for no effect and ±100 for the full control effect; nearly all actives have a fitted effect of over 60% in size
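Compounds, titrated to a top concentration of 110 uM, were incubated 30 min at room temperature with preformed BAZ2B/acetyl-K14 H3 peptide complex (50 nM each). Proximity signal was measured by AlphaScreen after 20 min with beads.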
HP1b chromo inh: inhibitors of HP1-beta chromodomain binding to methylated histone tails; Potency, µM (top dose mostly 114 µM), for the others: top-dose activity change, negative = inhibition, hits mostly inhibitors; P83916; AID 540317; hit rate 0.56% among 390,000; AlphaScreen HP1-beta / biotin-H3K9me3 peptide binding; note: potency is the fitted concentration of half-maximal effect; nearly all actives have a fitted effect of over 70% in size; inactives centre near 23
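AlphaScreen: HP1-beta (50 nM) preformed 30 min with biotin-H3(1-18)K9me3 peptide (50 nM) in PBS pH 7.4, 0.01% Tween-20. Compound added for 30 min at RT, then streptavidin donor/nickel chelate acceptor beads (10 ug/mL) for 30 min.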
G9a block: inhibitors of human histone lysine methyltransferase G9a. G9a H3K9 monomethylation, AlphaScreen, 2 h. Potency, µM (titrated, usually from 102 µM), without a hit: at the top dose activity, negative = inhibition, usual class: inhibitors. hit rate 8.8% among 350,000; note: potency is the fitted concentration of half-maximal effect; % is set by controls: 0 for no effect and ±100 for the full control effect; nearly all actives have a fitted effect of over 75% in size
Target sequence (Q96KQ7 913-1193 limits assumed): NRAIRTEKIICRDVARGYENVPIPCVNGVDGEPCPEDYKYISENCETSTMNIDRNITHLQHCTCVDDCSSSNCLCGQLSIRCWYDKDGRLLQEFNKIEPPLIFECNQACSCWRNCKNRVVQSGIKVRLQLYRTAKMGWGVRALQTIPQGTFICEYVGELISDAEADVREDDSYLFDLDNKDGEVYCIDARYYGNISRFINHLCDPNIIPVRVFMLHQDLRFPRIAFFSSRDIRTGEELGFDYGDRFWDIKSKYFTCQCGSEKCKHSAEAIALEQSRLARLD
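Readings reflect AlphaScreen signal from monomethyl-H3K9 antibody detection. HMT at 20 nM; substrate b-H3K9 500 nM; cofactor SAM 20 uM; 2 h RT reaction; compounds tested as titrations in qHTS with 15 min preincubation.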
JMJD2A Tudor: JMJD2A Tudor domain (human) inhibition. AlphaScreen JMJD2A-Tudor / H3K4me3 peptide binding. Potency, µM (doses to about 114 µM), for inactives: at the highest dose activity change, negative = inhibition, hits mostly inhibitors. hit rate 4.4% among 390,000. AID 504339; note: potency is the fitted concentration of half-maximal effect; % is set by controls: 0 for no effect and ±100 for the full control effect; nearly all actives have a fitted effect of over 50% in size
Pin1 inhibitor: inhibitors of human Pin1; Pin1 FP peptide displacement, HiFluor488, 10 min; Potency, µM (series often up to 115 µM), inactives show at the top dose activity, negative = inhibition, usual class: inhibitors; hit rate 0.009% among 390,000; AID 504891; active = well fitted inhibition curve with a large enough effect in the polarisation, with a control signal flat, not every such curve was filed as active; inconclusive = small, poorly fitted or top-dose-only effect, or effect the other way, or a change in a side signal; inactive = no such curve, though single readings can be large or run the other way; the % refers to the polarisation; note: potency is the fitted concentration of half-maximal effect; % is set by controls: 0 for no effect and ±100 for the full control effect
GLS inh: blocks human kidney-isoform glutaminase activity; O94925; GLS enzymatic activity, qHTS titration; Potency, µM (highest dose often 45.5 µM), without a hit: at the highest dose activity change, negative = inhibition, hits mostly inhibitors; hit rate 0.21% among 410,000; AID 624170; note: potency is the fitted concentration of half-maximal effect; % is set by controls: 0 for no effect and ±100 for the full control effect
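Human kidney-isoform GLS in 45 mM KH2PO4 pH 8.2, 0.02% Tween-20, with compound, started with 1mM L-Glutamine (added stock). Glutamate oxidase/HRP/Amplex red coupled fluorescence read at start and after 30 min at RT.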
ERG-DNA inh: blocks human ERG Ets domain binding to DNA; P11308; fluorescence polarization, His-ERG Ets domain / labelled DNA; Potency, µM (highest dose often 76.9 µM), inactives show at the top dose FP activity, negative = inhibition, hits mostly inhibitors; hit rate 0.028% among 370,000; AID 624246; active = well fitted inhibition curve with a large enough effect in the polarisation, with a control signal flat; inconclusive = small, poorly fitted or top-dose-only effect, or effect the other way, or a change in a side signal; inactive = no such curve, though single readings can be large or run the other way; the % refers to the polarisation;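 note: polarization taken with two DNA probes labelled with fluorescein and Texas red; potency is the fitted concentration of half-maximal effect; % of control where 0% means no effect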
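His-tagged ERG Ets domain (1 uM in the protein solution; 300mM KCl, 50mM Tris-HCl, 1mM EDTA, 1mM DTT, pH 7.5) received compound, then a probe mix of 5 nM fluorescein-DNA and 100nM Texas-615-DNA. Fluorescence polarization was read for both dyes.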
PI4K2A inh: blocks human PI4K2A kinase activity; hit rate 0.13% among 420,000; activity change, negative = inhibition, % at 76.9 µM; purified PI4K2A, ADP-Glo luminescence, 1 h; hits give low values; Q9BTU6; in the data active = activity change below about -50%; inconclusive = mostly about -30% to -49%;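 note: -100% = wells without enzyme as full effect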
Target sequence (Q9BTU6 whole entry, looked up): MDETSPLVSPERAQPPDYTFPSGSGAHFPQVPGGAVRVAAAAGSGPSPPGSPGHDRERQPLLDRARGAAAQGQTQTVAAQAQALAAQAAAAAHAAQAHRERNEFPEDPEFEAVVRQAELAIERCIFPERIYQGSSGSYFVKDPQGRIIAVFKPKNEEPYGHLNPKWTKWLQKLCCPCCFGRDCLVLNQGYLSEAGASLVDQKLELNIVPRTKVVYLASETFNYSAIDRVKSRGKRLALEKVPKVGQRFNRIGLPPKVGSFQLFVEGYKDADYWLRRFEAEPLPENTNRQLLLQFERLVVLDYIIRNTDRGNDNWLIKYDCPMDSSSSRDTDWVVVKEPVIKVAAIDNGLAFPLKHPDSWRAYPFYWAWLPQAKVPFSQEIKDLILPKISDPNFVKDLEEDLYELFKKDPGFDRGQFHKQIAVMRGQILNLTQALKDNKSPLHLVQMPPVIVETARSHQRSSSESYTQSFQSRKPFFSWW
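Compounds are screened against recombinant PI4K2A using PI as substrate and ATP, the latter dispensed at 300 microM. Reactions run one hour at ambient temperature before ADP-Glo detection; full inhibition defined by wells lacking enzyme.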
* = called active by the depositor; i = inactive; ? = inconclusive; . = no result given; [ ] = dose if it differs, or a comment. Unless noted, calls come from the whole dose curve; as a rule, active = well fitted curve in the direction sought with a large enough effect; inconclusive = small, poorly fitted or top-dose-only effect, or another doubt; inactive = no such curve, though single readings can be large; an effect the other way counts as inactive or inconclusive.

Tb PGK inh	BAZ2B inh	HP1b chromo inh	G9a block	JMJD2A Tudor	Pin1 inhibitor	GLS inh	ERG-DNA inh	PI4K2A inh	structure
1%	-1%	32%	5%[0.501 µM]	-3%	-8%	-3%	7%	-2	Cc1ccc(C)c(S(=O)(=O)Nc2ccc(C(=O)N3CCC3)cc2)c1
-6%	13%	41%[activator]	-12%	-13%	0%	1%	.	1	CC1Cc2ccccc2N1C(=O)c1ccc2snnc2c1 (stereo unspecified)
-4%	0%	?	3.2µM*	-5%	-8%	?	-5%	-1	CCOC(=O)/C(C#N)=C1\CC2CCC1(C)C2(C)C (stereo unspecified)
-9%	6%	22%	27%	-8%	1%	-2%	-9%	-1	CCOC(=O)N1CCC(C(=O)Nc2ccc(OCC)cc2)CC1
i	.	12%	.	-13%	1%	-4%	5%	-15	CCc1nnc2sc(-c3ccc(NC(=O)CSc4ccc(Cl)cc4)cc3)nn12
i	-32%	7%	?	-31%	-12%	-3%	-2%	1	COc1ccc(CCNC(=O)Cn2c(=O)c3cccn3c3ccc(F)cc32)cc1OC
2%	-3%	32%	-12%[59 µM]	-7%	3%	8%	0%	2	CCOc1ccc(NC(=O)N2CCC(CN3CCc4ccccc4C3)CC2)cc1
i	-16%	31%	2%[59 µM]	-20%[57.1 µM]	-3%	5%	-6%	-3	Cc1ccc(S(=O)(=O)N(C)c2cc(S(=O)(=O)Nc3ccncc3)c(C)cc2C)cc1
.	-13%	38%	?	-11%	?	0%	0%	-5	CCCOC(=O)c1ccc(Cn2nnc3sc4c(c3c2=O)CCC(C)C4)cc1 (stereo unspecified)
1%	-2%	30%	-3%	2%	5%	-6%	9%	2	CC(=O)N1CCOc2ccc(S(=O)(=O)N3CCC(C(=O)Nc4ccccc4F)CC3)cc21
-6%	9%	8%	-6%	-5%[57.1 µM]	-14%	5%	-5%	1	CCc1nc(SCc2cccnc2)[nH]c(=O)c1C
2%	-3%	15%	-25%[12.7 µM]	-8%	4%	2%	3%	-4	O=C1Nc2ncccc2OC1CCCl (stereo unspecified)
-1%	-18%	16%	31%[12.7 µM]	-34%	12%	19%	6%	-3	CC(=O)OC(c1nc2ccccc2c(=O)n1C1CC2(OC1=O)c1ccccc1N1C(=O)C(C)(C)N(O)C12)C(C)C (stereo unspecified)
-4%	5%	15%	.	1%	-9%	14%	2%	1	COc1ccc(NC(=O)CN(C)C(=O)CNC(=O)c2cccs2)cc1
4%	-12%	24%	.	-27%	3%	7%	3%	-3	COc1ccc([C@@H]2[C@@H]3C(=O)N(C(C)(C)C)C(=O)[C@@H]3[C@]3(Cc4ccc(Cl)cc4)C(=O)N(c4cccc(C)c4)C(=O)N23)cc1

Continuation.
Tb PGK inh	BAZ2B inh	HP1b chromo inh	G9a block	JMJD2A Tudor	Pin1 inhibitor	GLS inh	ERG-DNA inh	PI4K2A inh	structure
-10%	3%	57%[activator]	-1%[12.7 µM]	0%	-4%	14%	-4%	-13	O=C(CCC1CCCCC1)Nc1ccccc1O
.	41%[activator]	-9%	13%	-11%	-1%	-1%	3%	-1	Clc1ccc2ccc3cccnc3c2n1
1%	-4%	30%	20%[59 µM]	-17%	-1%	0%	0%	4	N#Cc1ccc(OCC(=O)OCC(=O)Nc2cc(C(F)(F)F)ccc2N2CCOCC2)cc1
-1%	-16%	23%	-45%	-9%	102%[activator]	-7%	-9%	-2	CCn1cc(Cl)c(C(=O)Nc2cc(C(=O)OC)cc(C(=O)OC)c2)n1
-5%	-3%[57.1 µM]	27%	52%[activator]	-13%	19%	17%	4%	10	N#C/C(=C\c1ccc(Cl)cc1)c1nc2ncccc2[nH]1
0%	?	2%	-11%[2.33 µM]	?	-1%	2%	13%	-3	Cc1c(CNCCc2ccccc2)c(C(=O)O)c(C)n1-c1ccccc1
-8%	-28%	29%	-39%	-25%	-2%	-1%	5%	0	COc1ccc(NC(=O)c2cc3nc(-c4ccccc4)cc(C)n3n2)cc1OC
-4%	5%	78%[activator]	?	4%	-1%	11%	13%	-2	CCC(C)OC(=O)c1cc(C)nc2c(Br)cc(Br)cc12 (stereo unspecified)
.	-1%	69%[activator]	-6%	-8%	4%	-11%	2%	4	COC(=O)CN(C#N)c1nc(NC(C)C)nc(NC(C)C)n1
3%	4%	42%[activator]	18%[0.501 µM]	-9%	-8%	-1%	6%	-1	CCOc1ccc(-c2nnc(SCC(=O)O)n2Cc2ccccc2)cc1
5%	.	24%	.	?	?	5%	-5%	-2	C=CCC[C@H](Cc1ccc(F)cc1)C(=O)OC[C@@H](Cc1c[nH]c2ccccc12)NC(=O)[C@@H](CC=C)CC(=O)N(CCO)Cc1ccccc1
i	?	5.6µM*	2.8µM*	56µM*	-10%	?	16%	1	CCOC(=O)c1sc(N)c(C(=O)Nc2ccccc2OC)c1C
-6%	-34%	18%	-2%[59 µM]	-34%	6%	6%	3%	-4	CC(C)CCn1nc(C(=O)Nc2nc3c(s2)CCCC3)c2ccccc2c1=O
0%	-18%	18%	?	?	9%	-2%	-1%	0	Cc1ccc2c(c1)S/C(=C/c1ccc[n+](CCO)c1)N2C
-4%	.	18%[57 µM]	.	-10%	0%	4%	1%	0	Cc1ccc(CNC(=O)C2CSC3(C)CCC(=O)N23)cc1 (stereo unspecified)

Carrying on.
Tb PGK inh	BAZ2B inh	HP1b chromo inh	G9a block	JMJD2A Tudor	Pin1 inhibitor	GLS inh	ERG-DNA inh	PI4K2A inh	structure
-10%	8%	48%[activator]	10%[59 µM]	3%	-8%	2%	-4%	-2	COc1ccc(Oc2nnnn2-c2ccccc2)cc1
-2%	.	6%	.	?	26%	-6%	6%	3	COc1cc(OC)cc(-c2c(-c3cccs3)c3cc(-c4ccc(CN5CCOCC5)cc4)ccc3n2C)c1
-2%	-38%	21%	11%[59 µM]	-35%	0%	-1%	4%	6	CCn1cc(/C=C(\NC(=O)c2cc(OC)c(OC)c(OC)c2)C(=O)NCCCn2ccnc2)c2ccccc21
-12%	-1%	91%[activator]	-45%	11%	?	-7%	7%	-5	Clc1ccc(/C=C\c2nccc3c2[nH]c2ccccc23)cc1
7%	-7%	22%	-23%[59 µM]	-24%	5%	15%	.	-7	COc1ccccc1N1CCN(C(c2cccs2)C(C)NC(=O)c2cccs2)CC1 (stereo unspecified)
i	50µM*	?	-50%[59 µM]	35µM*	0%	13%	8%	-4	Cc1ccc(N=Nc2c(N)nn(-c3ccccc3)c2N)cc1
i	-25%	15%	-1%	-25%	-4%	-1%	-3%	9	C/C(=N\NC(=O)c1ccc(-c2ccccc2)cc1)C1C(=O)c2ccccc2C1=O
-9%	?	15%	2µM*	-4%	-4%	28%	5%	10	O=c1oc2cc(O)ccc2c2ccccc12
-10%	?	8%	-1%[2.33 µM]	-25%	6%	2%	-1%	-6	c1coc(C2Nc3ccccc3-c3nc4ccccc4n32)c1 (stereo unspecified)
0%	11%	7%	?	-25%	-7%	4%	0%	4	CCc1ccc(C(=O)NCC2COc3ccccc3O2)o1 (stereo unspecified)

Bioassay records: PubChem BioAssay, National Center for Advancing Translational Sciences (NCATS)
